# OXTR agonist = human OXTR agonism; AID 2435; activation, % at 3 µM; P30559; CHO-OTR cells, Fluo-8 calcium fluorescence; normalized: DMSO 0%, oxytocin 100%; 0.32% of 320,000 active;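 active = activation above the mean of all tested compounds plus 3 SD, cutoff set per screening run, cut at about 20% in these data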;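 also: peak over basal fluorescence ratio from a 100 s FLIPR kinetic read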
# NALP1 inh = inhibitors of NALP1 inflammasome in yeast. AID 2071. inhibition, % at 10 µM. 0.61% of 280,000 active. S. cerevisiae NALP1/ASC/caspase-1 growth, X-gal OD620, 72 h; in the data active = inhibition mostly above about 24%, no sharp cut-off; inactive = mostly below about 32%; also: some compounds called inactive have numbers as strong as hits
# MEKK2mut PB1 HTS = signal of MEK5 binding to mutant human MEKK2 PB1 domain. percent response, % at 10 µM. bead flow cytometry, Alexa488-MEK5 binding to MEKK2 mutant. 0.35% of 290,000 active; in the data active = percent response above about 24%, passing the limit was not always enough; also: inactives centre near 1; some results filed as inactive read as strong as hits; reference of the scale not given here
# PfM18AAP inh = blocks P. falciparum M18 aspartyl aminopeptidase; recombinant PfM18AAP, H-Glu-NHMec fluorogenic cleavage; inhibition, % at 7.35 µM; 1.2% of 290,000 active; AID 1822;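 active = inhibition above the campaign mean inhibition over all tested compounds plus 3 SD, cut at about 28% in these data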;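 also: 0% = plate median of test compound wells and 100% = 2 mM ZnCl2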
# GalR3 antag = antagonists of human GalR3; HEK293 GalR3-CNG cAMP membrane potential fluorescence; galR3 body fused to GalR1 C-terminus; inhibition, % at 3 µM; 0.44% of 360,000 active; AID 651719;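 active = inhibition above the screen-wide average plus 3 SD, cut at about 13% in these data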;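 also: forskolin and galanin both at EC90 stimulate the cells; cAMP rise reported by CNG channel membrane potential dye signal; 0% = forskolin plus galanin with DMSO and 100% = forskolin alone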
# V1R ag counter = activates human V1a receptor in oxytocin agonist counter-screen; 0.25% of 320,000 active; activation, % at 3 µM; AID 2797; P37288; CHO-V1R cells, Fluo-8 calcium fluorescence, agonist mode; 0% DMSO, 100% 3 nM vasopressin;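 active = activation above the mean activation of all tested compounds plus 3 SD, per screening run, cut at about 20% in these data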;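 also: signal is peak over basal fluorescence ratio across a 100 second FLIPR read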
# Target sequence (P37288 whole entry, looked up): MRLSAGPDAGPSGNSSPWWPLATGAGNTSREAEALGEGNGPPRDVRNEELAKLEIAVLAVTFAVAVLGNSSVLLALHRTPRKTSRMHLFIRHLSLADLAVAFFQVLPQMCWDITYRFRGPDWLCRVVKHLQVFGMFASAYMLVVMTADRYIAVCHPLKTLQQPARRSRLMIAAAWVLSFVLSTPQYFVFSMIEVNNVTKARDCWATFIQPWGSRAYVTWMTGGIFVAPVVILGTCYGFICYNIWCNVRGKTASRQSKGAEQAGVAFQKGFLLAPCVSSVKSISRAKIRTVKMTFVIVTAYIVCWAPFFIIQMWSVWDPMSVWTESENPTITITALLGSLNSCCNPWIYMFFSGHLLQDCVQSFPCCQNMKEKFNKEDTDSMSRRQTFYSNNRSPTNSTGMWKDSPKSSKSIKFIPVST
# MEKK2wt PB1 HTS = raises or lowers MEK5 binding to wildtype human MEKK2 PB1 domain | Q9Y2U5 | binding response (% of control), % at 10 µM | AID 1531 | 1.1% of 290,000 active | bead flow cytometry, Alexa488-MEK5 binding to MEKK2 WT; actives lie on both sides; in the data active = binding response below about 67% or above about 130%
# OXTR potentiate = human OXTR potentiation; CHO-OTR cells, Fluo-8 calcium fluorescence, potentiator mode; 0% = oxytocin EC15, 100% = EC100; activation, % at 3 µM; 0.061% of 320,000 active; P30559; AID 2445;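 active = activation above that plate's cutoff, the mean activation of tested compounds plus 3 SD, cut at about 6.6% in these data, passing the limit was not always enough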;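 also: 100% uses oxytocin at 75 nM as the full agonist control; some results filed as inactive read as strong as hits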
#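 test system = CHO-OTR cells, human receptor | compound = single-point 3.0 µM | schedule = 6 min compound pre-incubation at room temperature, 100 s kinetic read | signal = Fluo-8 no-wash calcium dye fluorescence, excitation 470-495 nm, emission 515-575 nm | repeats = single well per compound, singlicate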
# GPR7 antag = human neuropeptides B/W receptor 1 antagonism; GPR7-expressing cells, fluorescence antagonist assay; P48145; inhibition, % at 4.4 µM; 1.1% of 290,000 active; in the data active = inhibition above about 16%, passing the limit was not always enough;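 also: cells stimulated with the agonist NPW; 0% = agonist with vehicle and 100% = vehicle without agonist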
# Target sequence (P48145 whole entry, looked up): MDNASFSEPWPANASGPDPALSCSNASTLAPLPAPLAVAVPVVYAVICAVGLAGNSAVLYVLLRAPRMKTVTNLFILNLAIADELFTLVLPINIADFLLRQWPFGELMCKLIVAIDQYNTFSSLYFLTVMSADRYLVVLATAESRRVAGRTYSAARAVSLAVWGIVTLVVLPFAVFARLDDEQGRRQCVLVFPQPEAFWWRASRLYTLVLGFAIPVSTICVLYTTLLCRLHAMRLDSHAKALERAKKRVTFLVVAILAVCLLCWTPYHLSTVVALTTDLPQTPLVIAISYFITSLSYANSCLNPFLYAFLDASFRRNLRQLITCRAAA
# An asterisk follows results filed as active; / = not tested or not shown.
smiles	OXTR agonist	NALP1 inh	MEKK2mut PB1 HTS	PfM18AAP inh	GalR3 antag	V1R ag counter	MEKK2wt PB1 HTS	OXTR potentiate	GPR7 antag
COc1ccc(-c2nc(CS(=O)(=O)CC(=O)NCCCN3CCN(C)CC3)c(C)o2)cc1	-0.6	16	5	-11	-1	-0.2	105	-1	-11
O=C(O)CCCN1C(=O)C(=O)/C(=C(/O)c2ccc(Cl)cc2)C1c1ccccc1 (stereo unspecified)	-0.1	-5	-2	-4	3	-0.6	96	-2	-27
Fc1cc(Br)ccc1NC(=S)Nc1ccccc1	-0.1	43	5	-4	-1	0.3	99	0	15
Cc1ccc(NC(=S)N(Cc2ccccc2)C(C)C)cc1	-0.8	30	0	-13	-4	-1.2	97	-5	-13
O=C(NCc1cccnc1)c1ccccc1NS(=O)(=O)c1ccc(F)cc1	1.1	11	5	-10	-2	1.1	107	7	-13
Cn1c2ccccc2c2c(C(=O)N3CCN(c4ccc(F)cc4)CC3)cn(C3CCCC3)c(=O)c21	-1.3	9	-2	5	-2	-0.8	86	-19	8
CC(=O)c1cccc(Nc2nc(N3CCOCC3)nc(N3CCOCC3)n2)c1	-0.3	21	2	-1	2	0.2	102	-4	-17
CCOC(=O)C1=C(COC(=O)c2cccc(Cl)c2)NC(=O)NC1C (stereo unspecified)	-0.6	3	5	5	1	0.7	98	-1	9
CCn1c(-c2ccoc2C)n[nH]c1=S	1.9	-5	8	8	5	0.7	107	9	-14
CCOC(=O)c1c(N2C(=O)Nc3ccccc3N2O)n[nH]c1-c1cccc(OC)c1	-1.1	16	-11	-6	-6	-0.1	78	-11	-10
CC(=O)N1CCN(CC(=O)Nc2ccc(C)c(F)c2)CC1	2.4	15	3	-2	-5	-0.1	109	-18	3
CCOc1ccc(N=C(C)C2=C(O)c3ccccc3C2=O)cc1	-2.2	/	-22	-6	-3	-1.5	97	-2	-2
O=C(CC1SC(N2CCCCC2)=NC1=O)Nc1ccc(C(=O)NCCc2ccc(F)cc2)cc1 (stereo unspecified)	-0.1	/	/	/	-2	1.0	/	-1	/
COC(=O)c1c(C)cc(O)c(C=O)c1O	1.4	/	3	/	/	0.1	100	1	/
O=C(CN1C(=O)C2C3C=CC(C3)C2C1=O)NCC1COc2ccccc2O1 (stereo unspecified)	0.2	17	9	0	3	2.2	120	4	-14
CC(C)(C)c1ccc(SCCc2ccncc2)cc1	3.7	21	1	-6	7	5.4	98	-18	-1
CC1(C)CC(=O)c2c(oc3ccc(NS(=O)(=O)c4cccc5cccnc45)cc23)C1	6.9	-7	-3	5	-2	5.0	102	-13	-11
COc1cc(/C=N/NC(=O)C(N)=O)cc(OC)c1O	0.7	-30	-9	25	-3	0.4	73	-3	13
O=C(NCCC1=CCCCC1)C1CCCN(S(=O)(=O)c2ccccc2)C1 (stereo unspecified)	3.2	18	2	-13	-5	2.1	101	-2	-11
O=C(O)Cc1ccc(NC(=O)c2ccc(NC(=O)c3ccco3)cc2)cc1	0.7	-2	7	-6	-5	0.7	104	-9	-7
CCN1CCN(c2ccc(S(=O)(=O)N3CCCCC3)cc2NC(=O)c2ccccc2)CC1	0.0	/	/	/	-3	1.9	/	-6	/
COC(=O)N1N=C(c2ccc(Br)cc2)CC1(O)C(F)(F)F (stereo unspecified)	0.1	25	-1	3	2	0.0	110	-3	-12
c1ccc(-n2nnnc2-c2cccnc2)cc1	0.3	7	0	-1	4	0.6	108	-4	-9
CC(C)C[C@@H]1NC(=O)[C@H](C(C)C)NC(=O)c2cc([N+](=O)[O-])cc(I)c2OCC[C@@H](C(N)=O)NC1=O	-1.4	18	3	0	/	-0.6	95	-12	-14
O=C(Nc1cccnc1)c1cc2cc(Br)ccc2oc1=O	/	2	-8	0	3	/	86	/	-5
COc1cc(/C=C/c2ccc3c(Br)cc(Br)c(O)c3n2)ccc1O	0.7	5	-3	5	-9	1.2	94	-4	-12
O=C(NCCCN1CCN(c2ccccc2F)CC1)C1CCC(=O)N1C1CCCC1 (stereo unspecified)	0.1	31	-5	2	/	-0.1	94	0	0
COCc1cc(=O)[nH]c(SCC(=O)N2CCOCC2)n1	0.2	14	-1	-17	0	0.1	100	-10	-10
CC(=O)Nc1ccc(-c2csc(NC(=O)CCNC(=O)c3ccco3)n2)cc1	0.5	/	/	/	-5	0.6	/	-1	/
CC(=O)Nc1ccc(S(=O)(=O)N2CCN(CC(=O)N3CCOCC3)CC2)cc1	1.2	-4	-8	7	-3	0.8	93	-8	20*
CCCc1cc(C(=O)N2CCCN(C)CC2)cs1	-0.7	17	6	7	-4	0.6	105	3	-8
Cc1ccc(C)c(S(=O)(=O)NCc2cccnc2)c1	-0.8	-54	-2	-2	-8	0.3	99	-3	-14

# Continued:
canonical_smiles	OXTR agonist	NALP1 inh	MEKK2mut PB1 HTS	PfM18AAP inh	GalR3 antag	V1R ag counter	MEKK2wt PB1 HTS	OXTR potentiate	GPR7 antag
C/C(=N\NC(=O)c1ccn(C)n1)c1ccco1	0.6	22	-1	7	-11	0.0	97	-1	3
COCCCN=Cc1c(C)[nH]n(-c2ccc(Br)c(C)c2)c1=O	1.4	25	4	1	1	0.3	102	-9	-4
Cc1ccc(-n2nnnc2Sc2nc([N+](=O)[O-])nn2C)cc1C	-0.8	1	4	-7	-1	-0.4	102	-18	-2
O=CN1CCN(C(=O)c2ccc([N+](=O)[O-])cc2)CC1	-1.0	13	2	-2	9	0.4	103	-3	-8
CC(C)Oc1ccc(S(=O)(=O)N2CCCCC2)cc1NC(=O)C1CCC1	-1.5	/	/	/	-6	-1.3	/	-8	/
C=CCNC(=O)CSc1nc2sc3c(c2c(=O)n1CCCOC)CCC3	-0.8	10	-11	8	-6	1.3	94	-2	-15
CCn1c(C)nc2cc(S(N)(=O)=O)ccc21	1.1	-6	-7	1	-3	1.5	100	0	-4
O=S(=O)(c1ccccc1F)N(Cc1ccco1)Cc1nnc(-c2ccccc2Br)o1	/	-4	-2	5	-2	/	98	/	-1
O=c1[nH]c2ccsc2c(=O)n1-c1ccc(F)cc1	1.6	-13	-1	1	-4	0.5	99	-1	-22
COc1ccc(N2CCN(c3ccc(N)cc3C#N)CC2)cc1	1.4	3	1	6	-7	0.7	98	-6	-9
COc1ccc(C2=CC(c3ccc(C)cc3)n3nnnc3N2)cc1 (stereo unspecified)	1.4	22	-2	0	/	-0.1	96	-4	6
CCc1ccc(O)c(N=Cc2cccc(C)c2O)c1	0.0	29	-5	13	-8	-0.8	93	-8	-9
O=C(Cc1cccs1)Nc1ccc(-c2nnn(CC(=O)N3CCOCC3)n2)cc1	0.1	12	4	-4	/	0.8	103	1	-4
CCOc1ccc(C(=O)NNC(=O)CNC(=O)c2ccc(C)s2)cc1OC	0.8	/	/	/	-7	-0.3	/	-2	/
CCc1ccc(-c2cc(C)no2)cc1S(=O)(=O)NCCc1ccc(OC)c(OC)c1	-1.9	3	7	1	12	-1.4	104	-2	-2
O=C1NCCN1CCNS(=O)(=O)c1ccc(F)cc1	-0.4	24	-4	1	-5	0.0	98	-3	-3
COc1ccccc1C(=O)COC(=O)c1c(-c2ccccc2)noc1C	-1.9	/	/	/	-5	0.1	/	-12	/
O=C(O)CC(CNC(=O)C1CCCN1C(=O)OCc1ccccc1)c1ccccc1 (stereo unspecified)	/	-10	3	1	-7	/	95	/	-11
O=C(NCc1ccco1)c1csc2c1CCCCC2	-1.1	-4	3	1	-5	-0.6	103	-7	7
COc1ccc(C2CC(c3ccccc3OC(C)=O)=NN2C(=O)/C=C/c2ccccc2)cc1 (stereo unspecified)	-1.4	17	-1	2	1	0.8	98	-9	-9
CCCC(=O)Nc1nnc(SCC(=O)Nc2ccc3c(c2)OCCO3)s1	0.6	-13	-18	0	0	0.7	82	-3	4
CCOC(=O)c1cc(-c2ccc(F)cc2)n(CC(=O)NCc2ccccn2)c1C	-0.5	5	-3	1	-3	0.4	94	-7	-11
CCOc1ccccc1C1CC(=O)NC2=C1C(=O)CCC2 (stereo unspecified)	1.0	21	6	1	1	1.3	103	0	4
COc1ccc(OC)c(-n2c(SCC(=O)NCc3ccco3)nnc2-c2c[nH]c3ccccc23)c1	-1.2	-6	4	-6	/	-0.7	102	-6	22
CC(C)CSc1nc2ccccc2n1CC(N)=O	-0.2	10	2	-8	-10	-0.3	105	-5	4
CCN(CC)C(=O)CSc1ccc(C(F)(F)F)cc1[N+](=O)[O-]	-2.0	31	1	-3	1	-1.0	103	-2	-6
Cc1cc(NC(=O)CCC(=O)N(Cc2ccc(F)cc2)C(C(=O)NC2CCCC2)c2ccco2)no1 (stereo unspecified)	-1.2	5	8	8	-7	-0.3	104	-4	-11
O=C(NCCCN1CCC(Cc2ccccc2)CC1)C1CC(=O)N(C2CCCCCC2)C1 (stereo unspecified)	5.7	2	11	0	-8	0.8	135	-5	2
CCc1nnc(NS(=O)(=O)c2ccc(NC(=S)NC(=O)/C=C/c3ccc(OC)cc3)cc2)s1	-0.3	14	3	0	4	-0.4	95	-3	-6
Cc1ccc(-n2[nH]c(=O)c(-c3ccccn3)c2C)cc1	-1.8	-3	5	-8	-1	-0.1	112	-12	-12
CCc1nc2ccccc2n1Cc1ccc(F)cc1	0.6	3	-2	-2	-2	-0.4	102	-2	-20

# Quoted from the entries so far (6 entries):
canonical_smiles	OXTR agonist	NALP1 inh	MEKK2mut PB1 HTS	PfM18AAP inh	GalR3 antag	V1R ag counter	MEKK2wt PB1 HTS	OXTR potentiate	GPR7 antag
CCN(CC)C(=O)CSc1ccc(C(F)(F)F)cc1[N+](=O)[O-]	-2.0	31	1	-3	1	-1.0	103	-2	-6
Cc1cc(NC(=O)CCC(=O)N(Cc2ccc(F)cc2)C(C(=O)NC2CCCC2)c2ccco2)no1 (stereo unspecified)	-1.2	5	8	8	-7	-0.3	104	-4	-11
O=C(NCCCN1CCC(Cc2ccccc2)CC1)C1CC(=O)N(C2CCCCCC2)C1 (stereo unspecified)	5.7	2	11	0	-8	0.8	135	-5	2
CCc1nnc(NS(=O)(=O)c2ccc(NC(=S)NC(=O)/C=C/c3ccc(OC)cc3)cc2)s1	-0.3	14	3	0	4	-0.4	95	-3	-6
Cc1ccc(-n2[nH]c(=O)c(-c3ccccn3)c2C)cc1	-1.8	-3	5	-8	-1	-0.1	112	-12	-12
CCc1nc2ccccc2n1Cc1ccc(F)cc1	0.6	3	-2	-2	-2	-0.4	102	-2	-20
